Bioassay records from PubChem.
FUS yeast rescue: rescues growth of FUS-expressing yeast | S. cerevisiae FUS-expressing, growth rescue, OD600, 24 h | Potency, µM (top dose mostly 76.6 µM), for inactives: at the highest dose growth rescue (activation), actives largely listed as activators | 390,000 compounds, 0.24% hits;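 note: plate controls were DMSO vehicle for no effect and reference control for full effect; nearly all actives have a fitted effect of over 55% in size; some results filed as inactive show a strong effect at the top dose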
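Toxicity suppression screen in FUS-yeast. Cells induced with 2% galactose, starting OD 0.005, treated 24hr at 30C with compounds at multiple final concentrations; growth by OD600.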
TDP43 rescue: TDP-43 toxicity inhibition in yeast. TDP-43 expressing yeast growth rescue, BacTiter-Glo, 24 h. Potency, µM (doses to about 46.1 µM), inactives show at the top dose growth rescue (activation), hits mostly activators. 410,000 compounds, 1.8% hits; note: % of control where 0% means no effect; nearly all actives have a fitted effect of over 50% in size
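Growth rescue of TDP-43-toxic yeast measured as ATP luminescence (BacTiter-Glo). Cells grown to mid-log in raffinose, induced in galactose at OD600=0.02, exposed to compound 24 hr at 30 deg C.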
EPAC2 ag: EPAC2 (human) agonism. Potency, µM (highest dose often 154 µM), without a hit: top-dose activation, usual class: activators. Q8WZA2. 360,000 compounds, 0.079% hits. EPAC2 activation, biochemical qHTS; response scale: 100% = 6.5 mM cAMP response; note: nearly all actives have a fitted effect of over 50% in size
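qHTS, titration series. 100 nM EPAC2 / 250 nM Rap1B-BODIPY-GDP / 50 uM GDP; RT; ex 480/em 540 nm, 5-min reads to 30 min. Norm. to 6.5 mM cAMP = activation.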
EPAC1 antag: EPAC1 (human) antagonism. EPAC1 GEF assay, Rap1b-BODIPY-GDP exchange fluorescence. Potency, µM (highest dose often 115 µM), without a hit: at the top dose activity change, negative = inhibition, hits mostly inhibitors. 360,000 compounds, 0.14% hits;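 note: plate controls were vehicle for no effect and positive control for full effect; nearly all actives have a fitted effect of over 50% in size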
EPAC1 agonist: agonists of human EPAC1. O95398. EPAC1 agonist qHTS, biochemical assay; response scale: 100% = response to 6.5 mM cAMP. Potency, µM (titrated, usually from 154 µM), for inactives: at the highest dose activation, hits mostly activators. 360,000 compounds, 0.073% hits. AID 720707; note: nearly all actives have a fitted effect of over 60% in size
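Nucleotide exchange assay: 100 nM EPAC1 with 250 nM Rap1B loaded with BODIPY-GDP and 50 uM GDP, room temperature. Fluorescence (480/540 nm) read every 5 min for 30 min; signal change normalized to 6.5 mM cAMP as full agonist.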
aSyn rescue: inhibitors of alpha-synuclein toxicity in yeast; Yeast expressing alpha-synuclein, growth rescue, BacTiter-Glo, 24 h; Potency, µM (highest dose often 46.1 µM), for inactives: at the top dose growth rescue (activation), hits mostly activators; 370,000 compounds, 0.14% hits; note: % of control where 0% means no effect; nearly all actives have a fitted effect of over 65% in size
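Galactose-induced alpha-syn yeast (OD600=0.02, raffinose-pregrown) + pinned cpd, 24 hr, 30 deg C; growth by BacTiter-Glo luminescence. Growth restoration scores as activation.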
PTHR1 agonist: PTHR1 (human) receptor agonism; HEK293 GP2 PTHR1 cells, GloSensor cAMP luminescence, 1 h; Potency, µM (series often up to 115 µM), without a hit: top-dose activation, usual class: activators; AID 743266; Q03431; 410,000 compounds, 0.075% hits; note: nearly all actives have a fitted effect of over 55% in size; some results filed as inactive show a strong effect at the top dose; inactives centre near -15; many of its hits are not listed in these tables
Target sequence (Q03431 whole entry, looked up): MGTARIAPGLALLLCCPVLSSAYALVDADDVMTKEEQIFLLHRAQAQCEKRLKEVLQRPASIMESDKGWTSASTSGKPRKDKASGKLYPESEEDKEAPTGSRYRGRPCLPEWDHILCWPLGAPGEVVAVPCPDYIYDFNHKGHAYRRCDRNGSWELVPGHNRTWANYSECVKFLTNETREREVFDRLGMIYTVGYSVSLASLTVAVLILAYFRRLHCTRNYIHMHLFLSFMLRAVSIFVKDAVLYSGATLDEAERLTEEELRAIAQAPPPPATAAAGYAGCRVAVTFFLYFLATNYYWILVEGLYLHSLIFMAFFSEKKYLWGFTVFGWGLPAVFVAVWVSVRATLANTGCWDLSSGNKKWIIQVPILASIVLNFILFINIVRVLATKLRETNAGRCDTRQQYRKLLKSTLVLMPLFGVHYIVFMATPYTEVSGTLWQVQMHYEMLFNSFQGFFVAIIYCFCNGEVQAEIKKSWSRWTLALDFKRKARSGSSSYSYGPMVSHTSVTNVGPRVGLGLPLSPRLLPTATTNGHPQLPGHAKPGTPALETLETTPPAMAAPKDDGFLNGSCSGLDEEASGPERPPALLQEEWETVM
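HEK-293-derived GP2 cells expressing PTHR1 and a GloSensor cAMP reporter, 3,000/well, plated overnight, given luciferin plus IBMX (each 0.5 mM as added) for 1 h at 37 °C, then compound for 1 h at 37 °C. Luminescence was read after 15 min at room temperature.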
EPAC2 antag: EPAC2 (human) antagonism; AID 720708; Potency, µM (doses to about 114 µM), for the others: top-dose activity, negative = inhibition, actives largely listed as inhibitors; EPAC2 GEF exchange of Rap1B-BODIPY-GDP, fluorescence; 360,000 compounds, 0.18% hits; note: % is set by controls: 0 for no effect and ±100 for the full control effect; nearly all actives have a fitted effect of over 45% in size; many of its hits are not listed in these tables
Active calls of the source: *; i = inactive; ? = inconclusive; . = no result given; & = joins results of further samples; [ ] = dose if it differs, or a comment. Calls come from the whole dose curve; as a rule, active = well fitted curve in the direction sought with a large enough effect; inconclusive = small, poorly fitted or top-dose-only effect, or another doubt; inactive = no such curve, though single readings can be large; an effect the other way counts as inactive or inconclusive. Potency is the fitted concentration of half-maximal effect.

Start of the data: the first two compounds, ahead of the listing:
SMILES	FUS yeast rescue	TDP43 rescue	EPAC2 ag	EPAC1 antag	EPAC1 agonist	aSyn rescue	PTHR1 agonist	EPAC2 antag
O=[N+]([O-])c1ccc(N2CCN(CCO)CC2)cc1Sc1nc2ccccc2[nH]1	-5%	19%	5%	?	7%	-7%	-4%	-11%
CCOC(=O)CSc1ccc2nnc(-c3cccs3)n2n1	-15%	14%	21%	-6%	5%	-8%	-12%	-5%

The whole of this part, from the start:
SMILES	FUS yeast rescue	TDP43 rescue	EPAC2 ag	EPAC1 antag	EPAC1 agonist	aSyn rescue	PTHR1 agonist	EPAC2 antag
O=[N+]([O-])c1ccc(N2CCN(CCO)CC2)cc1Sc1nc2ccccc2[nH]1	-5%	19%	5%	?	7%	-7%	-4%	-11%
CCOC(=O)CSc1ccc2nnc(-c3cccs3)n2n1	-15%	14%	21%	-6%	5%	-8%	-12%	-5%
COc1ccc(S(=O)(=O)N2CCOCC2)cc1NC(=O)CCOc1ccc(C(C)(C)C)cc1	24%	13%	-13%	-23%	-1%	-1%	-19%	-5%
COC(=O)CN1CCN(C(=O)c2ccc(F)cc2)c2ccccc2C1	-7%	7%	1%	-4%	1%	0%	i	-9%
Cc1cc(C)n2nc(C(=O)OCC(=O)NCc3ccccc3)nc2n1	-11%	-1%	5%	-9%	4%	2%	-13%	5%
CCOC(=O)CNC(=O)CN1CCCN(S(=O)(=O)c2ccc(Br)s2)CC1	2%	11%	10%	-4%	3%	6%	-48%[inhibitor][57.5 µM]	-3%
N#Cc1cc2cc(Cl)ccc2[nH]c1=O	-17%	3%	6%	-12%	0%	-9%	13%	2%
CCc1nn(CC(=O)NCCCc2ccccc2)c(=O)c2cc3c(OC)cccc3n12	-24%&-9%	-1%&-14%	2%	0%	2%	6%	-26%	-1%
Cc1ccc(CNc2ccc(N3C(=O)CCCC3=O)cc2[N+](=O)[O-])cc1	.	11%	-7%	8%	-3%	-8%	i	-2%
CCOC(=O)[C@@H]1CCNC[C@@H]1c1ccccc1	?	6%	7%	3%	-1%	-6%	i	11%
CC(C)c1ccccc1OCC(=O)NC1CCCc2ccccc21 (configuration not stated)	29%	-4%	13%	7%	11%	2%	i	-29%
Cc1n[nH]c(=O)c2c(NC(=O)CSc3nc4ccccc4c(=O)n3CCCO)oc(C)c12	9%	-5%	-2%	-1%	4%	-1%	-3%	2%
CC(C)CC(COCc1ccc(Cl)cc1)N1CCN(C(=O)c2ccc(Cl)cc2Cl)CCC1=O (configuration not stated)	?	25µM*	9%	-14%	-20%	?	-53%[inhibitor]	-21%
CCCCC(=O)Nc1ccc(C(=O)NCCc2ccc(S(N)(=O)=O)cc2)cc1	0%	-4%	4%	4%	2%	0%	-11%	9%
CC(=O)Nc1cccc(NC(=O)CSc2nccn2Cc2ccc(F)cc2)c1	14%	-8%	0%	-25%	9%	2%	-28%	-5%
COC(=O)c1c(NC(=O)Cc2cccs2)sc(C)c1C	28%	4%	18%	0%	8%	5%	-4%[57.5 µM]	-2%
CCC(C)(C(=O)NC1CCCC1)N(C(=O)c1cnccn1)c1c(C)n(C)n(-c2ccccc2)c1=O (configuration not stated)	11%	16%	0%	-14%	0%	0%	-15%[57.5 µM]	2%
COCCNC(=O)NC12CC3(C)CC(C)(CC(C)(C3)C1)C2	19%	-16%[0.397 µM]	-10%	-8%	-14%	-3%	-3%	-10%
O=C(c1cc(COc2cccc3cnccc23)on1)N1CCC(c2ccccc2Cl)C1 (configuration not stated)	?	?	14%	-10%	3%	-3%	-52%[inhibitor]	2%
CC(OC(=O)c1ncc(Cl)c(Cl)c1Cl)C(=O)NC1(C#N)CCCCC1 (configuration not stated)	12%	19%	13%	-2%	5%	1%	i	-13%
Cc1ccccc1-n1c(-c2csc3ccccc23)n[nH]c1=S	5%	20µM*	5%	-10%	-5%	4%	-10%	10%
CCOCCCNC(=O)Cc1cc(=O)[nH]c(=O)[nH]1	-21%	24%	-6%	-2%	2%	0%	i	12%
Cc1ccc(/C=C2\SC(=S)N(CCC(=O)N3CCOCC3)C2=O)cc1	6%	-9%	1%	-18%	4%	1%	i	6%
COc1ccc(OC)c(CN2C(=O)CCC2(C)c2nnnn2-c2c(C)cccc2C)c1 (configuration not stated)	15%	0%	6%	-17%	7%	6%	i	7%
COc1ccc(NC(=O)CC2C(=O)N(C)C(=S)N2CCc2ccccc2F)cc1 (configuration not stated)	43%	?	28%	-29%	-3%	15%	-66%[inhibitor]	-17%
CC1(C)NC(=O)N(CC(=O)OCC(=O)Nc2cccc(S(N)(=O)=O)c2)C1=O	-15%	2%	7%	5%	-5%	-1%	-2%	-3%[57.1 µM]
CN(C)CCCNC(=S)N1CCN(c2nc(-c3ccccc3)cs2)CC1	14%	-17%[1.82 µM]	8%	12%	1%	0%	i	-6%
CC1=CC(C)(C)N2C(=O)C3(C(C#N)=C(N)OC4=C3C(=O)CCC4)c3c(C)c(C)cc1c32 (configuration not stated)	36%	3%	6%	2%	4%	-7%	-5%	-5%
Cc1cc(C)cc(C(=O)Nc2cccnc2Cl)c1	-22%	?	6%	-24%	-3%	-8%	-40%[inhibitor]	-10%
C=C1C(=O)O[C@H]2C[C@H]1[C@@H](OC(C)=O)C/C(C)=C/CC/C(C)=C\CC[C@]2(C)O	15%	10%	7%	-3%	-3%	9%	-58%[inhibitor]	-6%

An excerpt from above in order of the EPAC1 antag value, low to high:
| canonical_smiles | EPAC1 antag |
| --- | --- |
| COc1ccc(NC(=O)CC2C(=O)N(C)C(=S)N2CCc2ccccc2F)cc1 (configuration not stated) | -29% |
| Cc1ccc(/C=C2\SC(=S)N(CCC(=O)N3CCOCC3)C2=O)cc1 | -18% |
| COc1ccc(OC)c(CN2C(=O)CCC2(C)c2nnnn2-c2c(C)cccc2C)c1 (configuration not stated) | -17% |
| CCOCCCNC(=O)Cc1cc(=O)[nH]c(=O)[nH]1 | -2% |
| CC1=CC(C)(C)N2C(=O)C3(C(C#N)=C(N)OC4=C3C(=O)CCC4)c3c(C)c(C)cc1c32 (configuration not stated) | 2% |
| CC1(C)NC(=O)N(CC(=O)OCC(=O)Nc2cccc(S(N)(=O)=O)c2)C1=O | 5% |

(cont.)
SMILES	FUS yeast rescue	TDP43 rescue	EPAC2 ag	EPAC1 antag	EPAC1 agonist	aSyn rescue	PTHR1 agonist	EPAC2 antag
Cc1sc(NC(=O)/C=C/C(=O)O)c(C(N)=O)c1-c1ccc(C(C)(C)C)cc1	8%	6%	-5%	-2%	7%	6%	-47%	-7%
O=C(Cc1ccccc1)N1CCN=C1SCc1cccc([N+](=O)[O-])c1	16%	21%	-5%	1%	-2%	11%	i	3%
CC(=O)c1c(C)[nH]c(C(=O)OCc2nnc(-c3ccc([N+](=O)[O-])cc3)o2)c1C	36%	-9%	-3%	?	-20%	1%	i	?
Cc1noc(C)c1S(=O)(=O)N1CCCN(C(=O)/C=C/c2ccccc2F)CC1	16%	19%	6%	-25%	6%	5%	-1%	-6%
CCOC(=O)C1=CCN(S(=O)(=O)c2cccc(Cl)c2)C1c1cccc(F)c1 (configuration not stated)	30%	?	10%	-14%	2%	23%	-41%[inhibitor]	-14%
CCC(C)NC(=O)C(NS(=O)(=O)c1ccc2c(c1)c(=O)n(C)c(=O)n2C)c1ccccc1 (configuration not stated)	-7%	18%	-5%	-3%	18%	2%	i	-12%
Cc1cc(Br)c(S(=O)(=O)NCc2ccncc2)cc1C	39%	-1%	11%	-5%	0%	-4%	-30%	-1%
COc1ccc(Cc2nc3ccc(C(=O)NC4CCOC4)cc3o2)cc1OC (configuration not stated)	-12%	11%	12%	7%	3%	3%	-34%[inhibitor]	-3%
Cc1ccc(F)cc1NC(=O)CSc1nnc(CNC(=O)c2ccco2)n1C	15%	-21%	2%	2%	5%	-7%	i	0%
NC(=S)N=Nc1ccc(NN=C(N)N)cc1	-20%	9%	2%	-5%	-18%	-18%	i	0%
Cc1nc(NS(=O)(=O)c2ccccc2)sc1C(=O)NN	34%	-25%	7%	-18%	-11%	-3%	i	4%
Cc1ccc(C)n1-c1sccc1C(=O)O	13µM*	-12%	-1%	-21%	10%	3%	i	-2%
Nc1cc(=O)[nH]c(SCC(=O)Nc2ccc(F)c(Cl)c2)n1	15%	6%	-7%	3%	-9%	-2%	-14%[57.5 µM]	3%
CCOc1cc(N2CCOCC2)c(OCC)cc1NC(=O)Cn1[nH]c(=O)c2ccccc2c1=O	-4%	.	2%	6%	-5%	?	?	11%[57.1 µM]
COc1ccccc1NC(=O)c1nn(-c2ccc(F)c(F)c2)ccc1=O	-41%	6%	4%	-13%	4%	0%	i	-12%
O=C(Nc1ccc2c(c1)[nH]c(=O)c1ccccc12)C(F)(F)F	.	0%	1%	3%	-15%	0%	i	12%
COC(=O)CSc1nnc(CNc2ccc(F)cc2)o1	19%	-1%	2%	5%	-1%	1%	i	-2%
O=C1CCc2cccc(O)c2N1	.	-4%	0%	6%	7%	-3%	i	2%
CCOc1ccccc1NC(=O)CCN(c1ccc(C)cc1)S(=O)(=O)c1ccccc1	.	-3%	3%	?	-21%	-3%	i	-5%
Cc1ccc(S(=O)(=O)NCCNC(=O)C2CCCNC2=O)cc1 (configuration not stated)	16%	5%	-9%	9%	-2%	-4%	-1%	4%
CCOC(=O)C1/C(=N\O)CC(C)(O)C(C(=O)OCC)C1c1ccc(OC)c(OC)c1 (configuration not stated)	6%	5%	7%	-8%	0%	5%	i	6%
CC(C)COC(=O)C(N)C(C(=O)OCC(C)C)c1ccccc1 (configuration not stated)	5%	4%	?	-9%	10%	0%	-4%[57.5 µM]	23%[57.1 µM]
Cc1ccc(C(=O)NCCN2C3=NC[C@@H](Cc4ccccc4)N3C[C@H]2Cc2ccc(O)cc2)cc1Br	5%	13%	-1%	-16%	-14%	18%	-1%	11%
CCOC(=O)c1c(C)[nH]c(C)c1S(=O)(=O)N(C)CC(=O)Nc1ccc(C)cn1	4%	6%	-4%	2%	0%	2%	i	1%
O=C(CSc1ccc([N+](=O)[O-])cn1)Nc1ccc2c(c1)OCCO2	-8%	2%	1%	-22%	2%	-1%	-3%	-4%
COCCNC(=S)N1CCC(C(=O)c2ccc(Cl)cc2)CC1	-3%	?	7%	-6%	-4%	8%	-61%[inhibitor]	0%
COc1ccc(C2CC2/C(C)=N/OC(=O)C2CC2)cc1 (configuration not stated)	5%	14µM*	8%	2%	3%	-20%	-9%	-13%
Nc1ncc2c(n1)-c1ccccc1CC2	-5%	2%	-1%	-19%	1%	10%	-9%	1%
O=S(=O)(/N=C(/Nc1ccccc1)c1ccccc1)c1cccs1	-26%	0%	11%	-12%	-3%	3%	-20%	6%
COc1ccc(S(=O)(=O)N(c2onc(C)c2Cl)S(=O)(=O)c2ccc(OC)cc2)cc1	20%	-3%	6%	-6%	5%	2%	4%[57.5 µM]	-1%

Some of the compounds tested; rates above refer to the full screens.
